STAT1 act – STAT1 signaling activators, primary screen, cell-based, HTS, luciferase reporter; activation (% of control), % at 5.5 µM; 200,000 tested, 2.6% active; AID 932, 2007; NIH 3T3 STAT1-luciferase reporter, IFN-gamma, luminescence; 100% = IFN-gamma alone, no compound;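 active means activation above the screen-wide mean activation plus 3 SD, cut at about 130% in these data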;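 further: raw ratio to IFN-gamma control signal so 100% means no change and 0% no light; values of inactives mirror those of a sister screen read the other way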
Efa HMGR inh – inhibitors of E. faecalis class II HMGR, primary screen, biochemical, Enterococcus faecalis. 190,000 tested, 0.41% active. purified E. faecalis HMGR, NADPH absorbance 340 nm kinetic. HMG-CoA reductase (Enterococcus faecalis, mvaE). AID 1066, 2008. inhibition, % at 10 µM;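 active means inhibition above a set limit, the median over all tested compounds plus 3 SD, cut at about 9.5% in these data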;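 further: enzyme runs in reverse so mevalonate oxidation gives rising NADPH absorbance; 0% = complete reaction with DMSO and 100% = background rate lacking mevalonate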
STAT1 blocker – STAT1 signaling inhibitors, primary screen, cell-based, HTS, luciferase reporter | NIH 3T3 STAT1-luciferase reporter, IFN-gamma, luminescence | inhibition, % at 5.5 µM | 200,000 tested, 0.35% active;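 active means inhibition above a set limit, the mean inhibition across all tested compounds plus 3 SD, cut at about 34% in these data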;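 further: 0% = IFN-gamma with DMSO and 100% = IFN-gamma with 300 µM nifuroxazide; values of inactives mirror those of a sister screen read the other way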
Hsp70 activator – Hsp70 transcriptional activators, primary screen, cell-based, HeLa, Hsp70 promoter luciferase, luminescence, 10 µM | AID 1203, 2008 | activation, % at 10 µM | 200,000 tested, 0.04% active | HeLa Hsp70 promoter luciferase reporter; scaled: vehicle 0, proteasome-inhibitor control 100%;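 active means activation above the mean across all tested compounds plus 3 SD, cutoff set per campaign, cut at about 5.5% in these data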;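 further: 100% = MG132 at 30 µM as the positive control and 0% = DMSO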
NF-kB expr up – activators of NF-kB expression in neurons, primary screen, cell-based, HTS | AID 1239, 2008 | 190,000 tested, 1.6% active | fold change at 12.5 µM | human neuronal cells, NF-kB reporter expression; active compounds read high; in the data active means fold change above about 3.3
STAT3 activator – IL-6 driven STAT3 reporter potentiators, primary screen, U3A cells, luciferase, luminescence, MLSCN library; activation (% of control), % at 5.6 µM; 190,000 tested, 0.91% active; IL-6 STAT3-luciferase reporter; 100% = signal with IL-6 EC80 alone; AID 871, 2007;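 active means activation above the screen-wide mean of compound activation plus 3 SD, cut at about 130% in these data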;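 further: 0% = background luminescence of wells with medium and substrate only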
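system = STAT3-luciferase reporter U3A cells | reagent = IL-6 stimulus at 33 ng/mL final | timing = 1 h compound pre-exposure, 6 h IL-6 stimulation, 37 °C | measured by = luminescence | evaluation = % activation versus median of IL-6-stimulated wells | control set = IL-6-only wells as 100% reference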
TLR4 MyD88 comp – inhibitors of TLR4-MyD88 association in cells, primary screen, cell-based, HeLa CL3-4, BLA complementation, FRET ratio; Toll-like receptor 4 (Homo sapiens) + Myeloid differentiation primary response protein …; HeLa CL3-4 TLR4/MyD88 BLA complementation; inhibition, % at 8.4 µM; 200,000 tested, 0.18% active; AID 861, 2007; in the data active means inhibition above about 25%;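 further: 0% = vehicle and 100% = reference inhibitor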
Target sequence (O00206 whole entry, looked up): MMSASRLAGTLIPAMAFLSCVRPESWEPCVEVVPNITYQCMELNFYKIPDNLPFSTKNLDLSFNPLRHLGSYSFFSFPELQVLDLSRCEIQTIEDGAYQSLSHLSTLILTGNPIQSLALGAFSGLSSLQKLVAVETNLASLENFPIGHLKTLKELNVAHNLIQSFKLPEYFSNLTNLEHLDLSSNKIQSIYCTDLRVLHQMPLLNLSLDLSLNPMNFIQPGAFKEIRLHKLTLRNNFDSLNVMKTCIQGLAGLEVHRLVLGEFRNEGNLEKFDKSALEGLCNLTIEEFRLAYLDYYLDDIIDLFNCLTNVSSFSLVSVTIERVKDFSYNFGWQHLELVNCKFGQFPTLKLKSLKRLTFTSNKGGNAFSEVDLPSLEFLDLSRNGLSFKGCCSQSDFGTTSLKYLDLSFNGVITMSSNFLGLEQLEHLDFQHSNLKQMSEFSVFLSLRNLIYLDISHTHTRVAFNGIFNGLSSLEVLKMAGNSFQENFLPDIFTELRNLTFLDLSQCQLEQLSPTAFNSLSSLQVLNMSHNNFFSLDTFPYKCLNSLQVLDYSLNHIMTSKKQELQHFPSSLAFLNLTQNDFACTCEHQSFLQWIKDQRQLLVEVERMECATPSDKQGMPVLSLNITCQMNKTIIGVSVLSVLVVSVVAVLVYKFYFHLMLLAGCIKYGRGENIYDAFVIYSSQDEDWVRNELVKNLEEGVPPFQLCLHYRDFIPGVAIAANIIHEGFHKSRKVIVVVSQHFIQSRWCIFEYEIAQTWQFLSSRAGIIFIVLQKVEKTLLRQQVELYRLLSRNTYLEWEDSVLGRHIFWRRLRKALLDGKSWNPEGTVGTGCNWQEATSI
Target sequence (Q99836 whole entry, looked up): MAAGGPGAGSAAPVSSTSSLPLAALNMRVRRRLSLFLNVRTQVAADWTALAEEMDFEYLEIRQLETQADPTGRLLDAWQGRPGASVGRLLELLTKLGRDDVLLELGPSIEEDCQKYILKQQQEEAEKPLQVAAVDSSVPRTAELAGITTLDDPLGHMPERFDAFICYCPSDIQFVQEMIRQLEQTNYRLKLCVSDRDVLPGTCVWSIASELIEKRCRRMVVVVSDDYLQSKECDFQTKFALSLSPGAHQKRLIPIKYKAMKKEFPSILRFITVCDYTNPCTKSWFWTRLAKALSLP
STAT3 blocker – IL-6 driven STAT3 reporter inhibitors, primary screen, U3A cells, luciferase, luminescence, MLSCN library. IL-6 STAT3-luciferase reporter; host cell line lacks STAT1. inhibition, % at 5.5 µM. 190,000 tested, 0.89% active. AID 862, 2007;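 active means inhibition above the mean inhibition across all screened compounds plus 3 SD, cut at about 44% in these data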;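 further: 0% = DMSO only wells and 100% = 100 µM nifuroxazide control wells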
APP 5'UTR act – activators of APP 5'UTR luciferase reporter, primary screen, SH-SY5Y cells. SH-SY5Y APP 5'UTR luciferase reporter, luminescence; zero percent = DMSO vehicle wells. activation, % at 2 µM. 190,000 tested, 1% active. AID 1276, 2008;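 active means activation above a set limit, based on mean plus 3 SD of controls, cut at about 140% in these data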; further: values of inactives mirror those of a sister screen read the other way
DTT redox prof – compounds producing H2O2 with reducing agent – biochemical, NIH compound library profiling, artefact control for MLSCN library redox annotation, primary screen; DTT-dependent redox cycling H2O2, phenol red/HRP absorbance; 100% = 100 µM peroxide control, 0% = buffer; activation, % at 10 µM; 200,000 tested, 0.03% active;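 active means activation of at least 50% relative to the plate's high and low controls in the primary single-dose screen; inactive means activation below 50%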;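 further: compound incubated with DTT at 0.8 mM final as the reducing agent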
Numbers without * were called inactive. Outcome played no part in choosing rows; overall some 5.6% were active at least once.

What do the screens show for `COc1ccc(NC(=S)N2CCC(c3nc4ccc(Cl)cc4[nH]3)CC2)c(OC)c1`?
STAT1 act: 96; Efa HMGR inh: 2; STAT1 blocker: 4; Hsp70 activator: -0.2; NF-kB expr up: 1; STAT3 activator: 94; TLR4 MyD88 comp: 12; STAT3 blocker: 12; APP 5'UTR act: 0; DTT redox prof: -8.7

How did O=C(C1=C[C@@H](c2ccc3c(c2)OCO3)C[C@@H](OCCCCO)O1)N1CCOCC1 do in these assays?
STAT1 act: 101; Efa HMGR inh: 2; STAT1 blocker: 0; Hsp70 activator: -0.4; NF-kB expr up: 1.1; TLR4 MyD88 comp: -5; APP 5'UTR act: 5; DTT redox prof: 0.3

What do the screens show for `CC(Cc1c[nH]c2ccccc12)NC(=O)OCCCl` (stereo not drawn)?
STAT1 act: 95; Efa HMGR inh: 4; STAT1 blocker: 3; Hsp70 activator: 0.1; NF-kB expr up: 1.2; STAT3 activator: 91; TLR4 MyD88 comp: 2; STAT3 blocker: 18; APP 5'UTR act: -4; DTT redox prof: -0.3

Results for CCCCNC(=O)c1c(C)cc(=O)oc1C ?
STAT1 act: 100; Efa HMGR inh: 4; STAT1 blocker: 0; Hsp70 activator: -0.1; NF-kB expr up: 0.99; STAT3 activator: 104; TLR4 MyD88 comp: 2; STAT3 blocker: -1; APP 5'UTR act: 26; DTT redox prof: 0.7

What do the screens show for `COC(=O)c1cccc(OCC(O)Cn2ccnc2)c1` (stereo not drawn)?
STAT1 act: 107; Efa HMGR inh: 2; STAT1 blocker: -8; Hsp70 activator: -0.1; NF-kB expr up: 1; STAT3 activator: 106; TLR4 MyD88 comp: -3; STAT3 blocker: 0; APP 5'UTR act: 4; DTT redox prof: 0.4

Results for O=C(CSCCNS(=O)(=O)c1ccccc1)Nc1ccccc1 ?
STAT1 act: 98; Efa HMGR inh: -2; STAT1 blocker: 2; Hsp70 activator: -0.2; NF-kB expr up: 0.93; STAT3 activator: 102; TLR4 MyD88 comp: -12; STAT3 blocker: 3; APP 5'UTR act: 7; DTT redox prof: 2.7

What do the screens show for `OC(CNCc1ccc(F)cc1)(c1ccc(F)cc1)c1ccc(F)cc1`?
STAT1 act: 97; Efa HMGR inh: -1; STAT1 blocker: 3; Hsp70 activator: -0.1; NF-kB expr up: 0.86; STAT3 activator: 108; TLR4 MyD88 comp: 5; STAT3 blocker: -4; DTT redox prof: 1.6

What do the screens show for `Cc1cc(=O)oc(C)c1C(=O)O`?
STAT1 act: 104; Efa HMGR inh: -4; STAT1 blocker: -4; Hsp70 activator: 0.6; NF-kB expr up: 1.1; STAT3 activator: 104; TLR4 MyD88 comp: -6; STAT3 blocker: -2; APP 5'UTR act: 11; DTT redox prof: 3.8

Results for COc1cccc(-c2nc3n(n2)C(c2ccccc2Cl)C(C(N)=O)=C(C)N3)c1 (stereo not drawn) ?
STAT1 act: 89; Efa HMGR inh: -5; STAT1 blocker: 12; Hsp70 activator: -0.2; NF-kB expr up: 1.1; STAT3 activator: 96; TLR4 MyD88 comp: 0; STAT3 blocker: 10; APP 5'UTR act: -2; DTT redox prof: -0.7

What do the screens show for `N#CCCN(C(=O)Nc1ccc(Cl)cc1)c1ccccc1`?
STAT1 act: 107; Efa HMGR inh: -1; STAT1 blocker: -7; Hsp70 activator: 0.0; NF-kB expr up: 0.98; STAT3 activator: 103; TLR4 MyD88 comp: -4; STAT3 blocker: 0; APP 5'UTR act: 6; DTT redox prof: 0.4

How did CC1CCCC(C)N1S(=O)(=O)c1ccc(NC(=O)c2ccccc2C(=O)N2CCOCC2)cc1 (stereo not drawn) do in these assays?
STAT1 act: 94; Efa HMGR inh: 0; STAT1 blocker: 6; Hsp70 activator: -0.5; NF-kB expr up: 0.92; STAT3 activator: 99; TLR4 MyD88 comp: -9; STAT3 blocker: 7; APP 5'UTR act: -2; DTT redox prof: 0.9

What do the screens show for `CCOc1cccc(N(C(=O)C2COc3ccccc3O2)C(C(=O)NC2CCCCC2)c2ccc(O)cc2)c1` (stereo not drawn)?
STAT1 act: 99; Efa HMGR inh: -6; STAT1 blocker: 2; Hsp70 activator: -0.3; NF-kB expr up: 0.74; STAT3 activator: 103; TLR4 MyD88 comp: 3; STAT3 blocker: -7; APP 5'UTR act: -16; DTT redox prof: 0.5

The last 2 records of the section before come first, to join the parts:
How did CC1CCCC(C)N1S(=O)(=O)c1ccc(NC(=O)c2ccccc2C(=O)N2CCOCC2)cc1 (stereo not drawn) do in these assays?
STAT1 act: 94; Efa HMGR inh: 0; STAT1 blocker: 6; Hsp70 activator: -0.5; NF-kB expr up: 0.92; STAT3 activator: 99; TLR4 MyD88 comp: -9; STAT3 blocker: 7; APP 5'UTR act: -2; DTT redox prof: 0.9

What do the screens show for `CCOc1cccc(N(C(=O)C2COc3ccccc3O2)C(C(=O)NC2CCCCC2)c2ccc(O)cc2)c1` (stereo not drawn)?
STAT1 act: 99; Efa HMGR inh: -6; STAT1 blocker: 2; Hsp70 activator: -0.3; NF-kB expr up: 0.74; STAT3 activator: 103; TLR4 MyD88 comp: 3; STAT3 blocker: -7; APP 5'UTR act: -16; DTT redox prof: 0.5

How did c1ccc2[nH]c(SCc3cscn3)nc2c1 do in these assays?
STAT1 act: 112; Efa HMGR inh: 0; STAT1 blocker: -13; Hsp70 activator: -0.1; NF-kB expr up: 1.9; STAT3 activator: 99; TLR4 MyD88 comp: -17; STAT3 blocker: 5; APP 5'UTR act: 27; DTT redox prof: 0.6

Results for O=C(c1cnccn1)N1CCN(c2ccccc2F)CC1 ?
STAT1 act: 109; Efa HMGR inh: 2; STAT1 blocker: -9; Hsp70 activator: -0.4; NF-kB expr up: 1; STAT3 activator: 101; TLR4 MyD88 comp: 12; STAT3 blocker: -2; APP 5'UTR act: -12; DTT redox prof: 0.5

What do the screens show for `O=C(Nc1ccc(-c2noc(-c3ccccc3F)n2)cc1)c1cccs1`?
STAT1 act: 125; Efa HMGR inh: -4; STAT1 blocker: -28; Hsp70 activator: -0.2; NF-kB expr up: 1.8; STAT3 activator: 96; TLR4 MyD88 comp: -9; STAT3 blocker: 8; APP 5'UTR act: 42; DTT redox prof: 0.4

What do the screens show for `Clc1cc(Cl)c2nc(N3CCCCC3)sc2c1`?
STAT1 act: 124; Efa HMGR inh: 2; STAT1 blocker: -26; Hsp70 activator: 0.5; NF-kB expr up: 3.3*; STAT3 activator: 115; TLR4 MyD88 comp: 0; STAT3 blocker: -13; APP 5'UTR act: 63; DTT redox prof: -0.7

How did O=C(CSc1nc(-c2ccccc2)cs1)N1CCc2ccccc21 do in these assays?
STAT1 act: 104; Efa HMGR inh: -18; STAT1 blocker: -4; Hsp70 activator: 0.0; NF-kB expr up: 1.2; STAT3 activator: 91; TLR4 MyD88 comp: 13; STAT3 blocker: 22; APP 5'UTR act: 8; DTT redox prof: 2.9

What do the screens show for `C/C(=N\NC(=O)COc1ccc(C(C)(C)C)cc1)c1ccc(-n2ccnc2)cc1`?
STAT1 act: 107; Efa HMGR inh: 3; STAT1 blocker: -8; Hsp70 activator: -0.3; NF-kB expr up: 1.8; STAT3 activator: 121; TLR4 MyD88 comp: -7; STAT3 blocker: -26; APP 5'UTR act: 33; DTT redox prof: -0.3

How did C=CCn1c(SCc2cc(=O)n3ccsc3n2)nc2cc(Cl)ccc2c1=O do in these assays?
STAT1 act: 90; Efa HMGR inh: -2; STAT1 blocker: 10; Hsp70 activator: -0.2; NF-kB expr up: 1.2; STAT3 activator: 94; TLR4 MyD88 comp: 4; STAT3 blocker: 9; APP 5'UTR act: 6; DTT redox prof: -0.7

What do the screens show for `CN1C(=O)N(c2ccccc2)C(Nc2nncs2)C1(C)C` (stereo not drawn)?
STAT1 act: 90; Efa HMGR inh: -9; STAT1 blocker: 11; Hsp70 activator: 0.0; NF-kB expr up: 1.2; STAT3 activator: 102; TLR4 MyD88 comp: -6; STAT3 blocker: 1; APP 5'UTR act: -5; DTT redox prof: -0.5

What do the screens show for `O=C(O)COc1ccc(Cl)cc1CO`?
STAT1 act: 93; Efa HMGR inh: 3; STAT1 blocker: 7; Hsp70 activator: 0.0; NF-kB expr up: 1.1; STAT3 activator: 99; TLR4 MyD88 comp: 6; STAT3 blocker: 5; APP 5'UTR act: -1; DTT redox prof: 1.6

How did COc1ccc(-c2nn(-c3ccccc3C)cc2CNCCc2cnc[nH]2)cc1F do in these assays?
STAT1 act: 97; Efa HMGR inh: -3; STAT1 blocker: 1; Hsp70 activator: -0.4; NF-kB expr up: 1.1; STAT3 activator: 117; TLR4 MyD88 comp: 6; STAT3 blocker: -16; APP 5'UTR act: 14; DTT redox prof: -0.1

What do the screens show for `O=C1c2ccccc2C(=O)N1OCCOCCOCCBr`?
STAT1 act: 93; Efa HMGR inh: -4; STAT1 blocker: 8; Hsp70 activator: -0.2; NF-kB expr up: 1.1; STAT3 activator: 96; TLR4 MyD88 comp: 6; STAT3 blocker: 5; APP 5'UTR act: 10; DTT redox prof: 0.0

How did Cn1cc(CNC(=O)Nc2ccc3c(c2)OCO3)cn1 do in these assays?
STAT1 act: 109; Efa HMGR inh: -2; STAT1 blocker: -10; Hsp70 activator: -0.3; NF-kB expr up: 1.4; STAT3 activator: 107; TLR4 MyD88 comp: -18; STAT3 blocker: -6; APP 5'UTR act: 13; DTT redox prof: 0.4

What do the screens show for `O=C(Nc1cccc(S(=O)(=O)N2CCCCC2)c1)Nc1ccc(Cl)cc1Cl`?
STAT1 act: 95; Efa HMGR inh: 1; STAT1 blocker: 5; Hsp70 activator: -0.3; NF-kB expr up: 0.48; STAT3 activator: 100; TLR4 MyD88 comp: -13; STAT3 blocker: 4; APP 5'UTR act: 2; DTT redox prof: 0.3

What do the screens show for `C=CCSC1=N/C(=C/c2ccsc2)C(=O)N1c1ccccc1`?
STAT1 act: 101; Efa HMGR inh: -2; STAT1 blocker: 1; Hsp70 activator: -0.1; NF-kB expr up: 1.5; STAT3 activator: 103; TLR4 MyD88 comp: -5; STAT3 blocker: -6; APP 5'UTR act: 3; DTT redox prof: 0.1

How did Fc1ccc2c(c1)C(c1ccncc1)=NNC(c1cccnc1)=N2 do in these assays?
STAT1 act: 92; STAT1 blocker: 9; Hsp70 activator: 0.0; NF-kB expr up: 0.99; STAT3 activator: 102; TLR4 MyD88 comp: -1; STAT3 blocker: 3; APP 5'UTR act: -14; DTT redox prof: -4.4

High-throughput results as filed in PubChem BioAssay.
